# Screening results (PubChem BioAssay)
# BLM helicase inh: blocks DNA unwinding by human BLM helicase | P54132 | recombinant BLM DNA unwinding, fluorescence dequenching | Potency, µM (series often up to 56.1 µM), for inactives: at the top dose activity change, negative = inhibition, actives largely listed as inhibitors | hit rate 0.2% among 350,000;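 note: plate controls were vehicle for no effect and no enzyme for full effect; nearly all actives have a fitted effect of over 35% in size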
# G9a inh: G9a (human) methyltransferase inhibition. G9a H3K9 monomethylation, AlphaScreen, 2 h. Q96KQ7. hit rate 8.8% among 350,000. Potency, µM (highest dose often 102 µM), for the others: top-dose activity, negative = inhibition, actives largely listed as inhibitors. AID 504332; note: % is set by controls: 0 for no effect and ±100 for the full control effect; nearly all actives have a fitted effect of over 75% in size
#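 G9a (20 nM) preincubated 15 min RT with compounds, then 500 nM biotinylated H3K9 peptide and 20 uM SAM added; 2 h RT reaction. Monomethyl-H3K9 product detected by AlphaScreen with anti-H3K9me1 antibody, streptavidin donor and anti-rabbit IgG acceptor beads.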
# GLS inhibitor: inhibitors of human glutaminase (GLS); Potency, µM (highest dose often 45.5 µM), inactives show at the top dose activity change, negative = inhibition, most hits filed as inhibitors; O94925; hit rate 0.21% among 410,000; GLS enzymatic activity, qHTS titration; note: % is set by controls: 0 for no effect and ±100 for the full control effect
#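 Human kidney-isoform GLS in 45 mM KH2PO4 pH 8.2, 0.02% Tween-20, with compound, started with 1mM L-Glutamine (added stock). Glutamate oxidase/HRP/Amplex red coupled fluorescence read at start and after 30 min at RT.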
# JMJD2A Tudor: inhibitors of human JMJD2A Tudor domain | O75164 | Potency, µM (series often up to 114 µM), for inactives: at the highest dose activity change, negative = inhibition, actives largely listed as inhibitors | AlphaScreen JMJD2A-Tudor / H3K4me3 peptide binding | hit rate 4.4% among 390,000; note: % is set by controls: 0 for no effect and ±100 for the full control effect; nearly all actives have a fitted effect of over 50% in size
# Tb PGK inh: blocks T. brucei phosphoglycerate kinase | PGK/GAPDH coupled, Kinase-Glo luminescence, 60 min | hit rate 0.043% among 380,000 | P07378 | Potency, µM (series often up to 57.5 µM), without a hit: at the top dose activity change, negative = inhibition, hits mostly inhibitors | AID 602233; note: % is set by controls: 0 for no effect and ±100 for the full control effect; nearly all actives have a fitted effect of over 60% in size
#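 Luminescent ATP detection (Kinase-Glo Plus) follows a 60-minute room-temperature incubation, with wells lacking PGK as controls. Buffer: 100 mM TEA (pH 7.6), 5 mM MgCl2, 0.01% Tween-20. Coupling enzyme GAPDH (100 nM final) supplies unstable 1,3-BPG in-well.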
# Pin1 inh: inhibitors of human Pin1; AID 504891; hit rate 0.009% among 390,000; Potency, µM (highest dose often 115 µM), without a hit: at the top dose activity, negative = inhibition, actives largely listed as inhibitors; Q13526; Pin1 FP peptide displacement, HiFluor488, 10 min; active = well fitted inhibition curve with a large enough effect in the polarisation, with a control signal flat, not every such curve was filed as active; inconclusive = small, poorly fitted or top-dose-only effect, or effect the other way, or a change in a side signal; inactive = no such curve, though single readings can be large or run the other way; the % refers to the polarisation; note: % is set by controls: 0 for no effect and ±100 for the full control effect
# Target sequence (Q13526 whole entry, looked up): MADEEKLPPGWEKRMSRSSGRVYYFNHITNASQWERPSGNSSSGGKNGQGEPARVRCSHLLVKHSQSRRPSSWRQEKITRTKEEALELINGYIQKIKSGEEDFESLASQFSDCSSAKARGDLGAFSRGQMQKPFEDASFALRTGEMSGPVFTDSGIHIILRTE
# BAZ2B block: inhibitors of human BAZ2B bromodomain. Potency, µM (doses to about 114 µM), for the others: top-dose activity change, negative = inhibition, usual class: inhibitors. AlphaScreen BAZ2B-H3K14Ac peptide displacement. AID 504333. hit rate 4.4% among 360,000. Q9UIF8; note: % is set by controls: 0 for no effect and ±100 for the full control effect; nearly all actives have a fitted effect of over 60% in size
#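 Protein-peptide AlphaScreen: BAZ2B 50 nM, b-H3K14Ac 50 nM, 1x PBS pH 7.4 + 0.01% Tween-20. Preincubation 30 min RT; cpd 30 min RT (top 110 uM); beads 20 min RT, light-protected.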
# HP1b chromo inh: blocks HP1-beta chromodomain binding to methylated histone tails | AlphaScreen HP1-beta / biotin-H3K9me3 peptide binding | Potency, µM (top dose mostly 114 µM), for the others: top-dose activity change, negative = inhibition, usual class: inhibitors | hit rate 0.56% among 390,000 | AID 540317; note: nearly all actives have a fitted effect of over 70% in size; inactives centre near 23
# Target sequence (P83916 whole entry, looked up): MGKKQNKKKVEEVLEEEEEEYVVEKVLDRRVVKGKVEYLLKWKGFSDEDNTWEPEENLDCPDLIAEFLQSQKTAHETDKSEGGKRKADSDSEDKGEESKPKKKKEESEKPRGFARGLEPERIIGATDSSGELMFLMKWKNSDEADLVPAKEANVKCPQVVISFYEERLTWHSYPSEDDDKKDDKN
#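 HP1-beta protein (50 nM final) preincubated 30 min at room temperature with biotinylated H3(1-18)K9me3 peptide (50 nM) in PBS pH 7.4, 0.01% Tween-20, then compound added for 30 min. AlphaScreen streptavidin donor/nickel chelate acceptor beads (10 ug/mL final), 30 min dark, luminescence read.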
# Pol iota inh: blocks human DNA polymerase iota activity. Pol iota fluorescent replication assay, 10 min. Potency, µM (doses to about 115 µM), for the others: at the top dose activity, negative = inhibition, most hits filed as inhibitors. hit rate 1% among 390,000. AID 588590
# Target sequence (Q9UNA4 whole entry, looked up): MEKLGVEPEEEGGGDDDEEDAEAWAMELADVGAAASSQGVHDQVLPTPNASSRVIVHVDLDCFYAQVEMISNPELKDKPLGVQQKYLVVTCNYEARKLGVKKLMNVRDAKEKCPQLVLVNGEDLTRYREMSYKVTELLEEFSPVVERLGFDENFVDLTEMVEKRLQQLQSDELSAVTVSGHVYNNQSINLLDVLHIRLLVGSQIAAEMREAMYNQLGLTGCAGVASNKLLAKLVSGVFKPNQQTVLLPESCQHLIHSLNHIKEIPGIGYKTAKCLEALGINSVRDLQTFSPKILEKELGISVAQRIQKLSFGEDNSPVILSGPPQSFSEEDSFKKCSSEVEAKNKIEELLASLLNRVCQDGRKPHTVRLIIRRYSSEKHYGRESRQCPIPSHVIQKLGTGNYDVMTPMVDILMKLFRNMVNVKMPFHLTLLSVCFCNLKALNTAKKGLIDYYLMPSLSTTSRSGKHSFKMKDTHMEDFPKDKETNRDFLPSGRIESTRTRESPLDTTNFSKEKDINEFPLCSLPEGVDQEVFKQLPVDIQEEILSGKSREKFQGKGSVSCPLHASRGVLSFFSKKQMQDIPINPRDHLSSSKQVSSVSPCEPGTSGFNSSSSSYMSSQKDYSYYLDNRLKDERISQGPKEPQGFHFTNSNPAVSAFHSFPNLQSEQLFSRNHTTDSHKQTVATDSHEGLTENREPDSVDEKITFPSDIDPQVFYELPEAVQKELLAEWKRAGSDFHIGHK
#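 Pol iota at 10 nM preincubated 15 min with compounds at room temperature; reaction started with fluorescent substrate, 50 nM final. Fluorescence read kinetically at 0 and 10 min; buffer-only wells as negative control.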
# The depositor's hits bear a star; i = inactive; ? = inconclusive; nt = no result given; & = joins results of further samples; [ ] = dose if it differs, or a comment. Unless noted, calls come from the whole dose curve; as a rule, active = well fitted curve in the direction sought with a large enough effect; inconclusive = small, poorly fitted or top-dose-only effect, or another doubt; inactive = no such curve, though single readings can be large; an effect the other way counts as inactive or inconclusive. Potency is the fitted concentration of half-maximal effect. This is a subset; the hit share may differ from the screen's.
HP1b chromo inh | BAZ2B block | GLS inhibitor | Pol iota inh | Tb PGK inh | BLM helicase inh | G9a inh | JMJD2A Tudor | Pin1 inh | SMILES
15% | -2% | -1% | -2% | -6% | 1% | -48% | -14% | 3% | O=C(CCS(=O)(=O)c1cccc2nsnc12)N1CCN(c2ccccc2F)CC1
20%[57 µM] | -1% | 0% | -12% | 3% | 2% | -4%[59 µM] | -12% | -1% | Cc1nc(S(=O)(=O)N2CCN(c3ccc(Cl)cc3)CC2)cn1C
18% | -11% | 10% | -5% | 2% | -2% | 15%[59 µM] | -32% | -3% | O=C(NCCN1CCOCC1)c1ccc2c(c1)N(Cc1ccccc1)C(=O)c1ccccc1S2
-6% | -3% | 4% | 4% | -5% | -1% | -3%[59 µM] | ? | -3% | O=C(CN1CCN(c2ccccc2)CC1)Nc1c(C(=O)C2CC2)oc2ccccc12
53%[activator] | 3% | 1% | 1% | -2% | -3% | 3% | 12% | 3% | COCc1cc(Sc2ccc(Cl)cc2)nc(C)n1
-6% | -12% | -1% | 97%[activator] | -3% | -1% | 18% | -32% | -2% | O=C(c1ccc2ccccc2n1)N1CCN(c2ccccn2)CC1
39%[activator] | 1% | -2% | 103%[activator] | -5% | -4% | -4% | -15% | -8% | C=CCn1c(SC)nnc1C1COc2ccccc2O1 (stereo unspecified)
30% | 6% | 6% | 42% | 7% | nt | -8%[2.33 µM] | 2% | 1% | COc1ccc(C(=O)NNC(=O)C(NC(=O)c2cc(OC)cc(OC)c2)C(C)C)cc1 (stereo unspecified)
36% | -38% | -8% | 20% | -3% | 4% | -24%[59 µM] | -19% | -2% | Cc1ccc(CNC(=O)CCC(=O)N2CCSc3ccccc32)cc1
44%[activator] | ? | -3% | 5% | 1% | 4% | ? | -4% | -3% | Cc1ccc(OCC(O)CN2CCN(CCO)CC2)c(C)c1 (stereo unspecified)
-13% | -38% | ? | 95%[activator] | -4% | 0% | nt | ? | -6% | CC(C)(C)OC(=O)NNc1c2ccccc2nc2ccccc12
13% | -5% | -4% | 9% | -9% | 2% | ? | 1% | 0% | COc1ccc(CNC(=O)c2cc(-n3cnnc3)ccc2Cl)cc1
36% | -17% | -3% | 19% | i | -5% | 3% | -1% | 5% | CC(=O)N(C)c1ccc(NC(=O)Nc2ccc(C)cc2)cc1
16% | 5% | -1% | 9% | -1% | 1% | nt | 4% | -2% | COc1cccc(CN2CC(C(=O)N(C)CC3CCOCC3)CCC2=O)c1 (stereo unspecified)
33%[activator] | -11% | 0% | 25% | 4% | -2% | -5% | -16% | -10% | Cc1cc(NCCc2ccccc2F)n2ncnc2n1
34% | -3% | -1% | -8% | -4% | 5% | 8%[59 µM] | 3% | 0% | O=C(COC(=O)COc1ccc(Cl)cc1)NCc1cccs1
20% | -6% | -1% | 9% | -9% | 2% | nt | -9% | -9% | O=C(NCCc1ccccc1F)C1CC(O)CN1C(=O)Nc1ccccc1 (stereo unspecified)
28% | 2% | -4% | -26% | -7% | -2% | 2%[59 µM] | 2% | -1% | NS(=O)(=O)c1ccc(CCNC(=O)Cn2c(-c3cccs3)cc3ccccc32)cc1
0% | -13% | -5% | -1% | -2% | -4% | -2% | -30% | 0% | CCOC(=O)CN1CCC(c2ccccc2)CC1
34% | 4% | -10% | 103%[activator] | i | -3% | 9% | 2% | -1% | Cc1cccc(C)c1OCc1nnc(SCC(=O)Nc2ccc(N3CCOCC3)cc2)o1
32% | 9% | -6% | 6% | -8% | 0% | 25µM* | 1% | 3% | O=C1c2oc3ccccc3c(=O)c2C(c2cccnc2)N1Cc1ccco1 (stereo unspecified)
3% | 4% | -19% | 6% | 0% | -7% | -4%[12.7 µM] | -14% | -2% | C=CCNC(=O)NC(=O)COC(=O)/C(C#N)=C/c1cc(C)n(CC(C)C)c1C
5% | 7% | 0% | 21% | -5% | -2% | 3%[59 µM] | -21% | ? | COc1cc(C(=O)N2CCN(c3ccc([N+](=O)[O-])cc3)CC2)ccc1OCc1c(C)noc1C
-6% | -3% | -14% | 102%[activator] | 6% | 2% | ? | ? | -2% | COc1ccc(C(C#N)c2ccc(Cl)nn2)cc1 (stereo unspecified)
1% | 6% | 7% | -3% | 4% | -5% | -9% | 3% | 2% | CN(C(=O)CO/N=C/c1ccc(OC(F)F)cc1)C1CCS(=O)(=O)C1 (stereo unspecified)
-5% | 3% | -2% | -9% | i | 1% | -2%[59 µM] | -21% | 2% | CCN(CC)CCNC(=O)CN1C(=O)c2cccnc2Oc2ccc(C)cc21
22% | -37% | -8% | 90%[activator] | i | -3% | -3% | -20% | 9% | CCC(C)(C)NC(=O)CN(C(=O)CCC(=O)Nc1nccs1)c1cccc(C)c1C
19% | -8% | 1% | -3% | -9% | 2% | 15%[59 µM] | -3% | 0% | CC(=O)Oc1ccc(N(C(C)=O)S(=O)(=O)c2ccc(C)c([N+](=O)[O-])c2)cc1
135%[activator] | 68%[activator] | 6% | 9% | i | -8% | 60%[activator][59 µM] | 72%[activator] | -3% | CCN(C1CCCCC1)S(=O)(=O)c1ccc(OC)c(C)c1
11% | 0% | -19% | 15% | -7% | -14% | 64%[activator] | 26% | 1% | CCOc1ccccc1NC(=O)C1(S(=O)(=O)c2ccc(Cl)cc2)CC1

# Quoted from the listing.
# For GLS inhibitor, `O=C1c2oc3ccccc3c(=O)c2C(c2cccnc2)N1Cc1ccco1` (stereo unspecified) has -6%
# For BAZ2B block, `CCN(C1CCCCC1)S(=O)(=O)c1ccc(OC)c(C)c1` has 68%[activator]

# Next part:
HP1b chromo inh | BAZ2B block | GLS inhibitor | Pol iota inh | Tb PGK inh | BLM helicase inh | G9a inh | JMJD2A Tudor | Pin1 inh | SMILES
-10% | -32% | -6% | -26% | nt | -4% | -18%[59 µM] | -33% | -3% | CC(=O)N1CCN(c2ccc(NC(=O)c3ccc(N4CCCC4)c([N+](=O)[O-])c3)cc2Cl)CC1
0%&59% | 7% | -9%&1% | 34%&1%[activator] | -1%&-8% | 2% | 6%[59 µM] | -21% | 2%&-1% | C/C(N)=C(/C#N)C(=O)CSc1nc(C2CCCCC2)n(-c2ccccc2)n1
43%[activator] | -2% | -12% | -10% | i | 2% | 3% | 4% | -2% | Cc1nc2sccn2c(=O)c1S(=O)(=O)NCC(C)c1ccccc1 (stereo unspecified)
40% | 6% | -3% | -19% | i | -1% | -10%[59 µM] | 1% | 1% | Cc1nnc(SCCn2c(N3CC(C)CC(C)C3)nc3c2c(=O)[nH]c(=O)n3C)s1 (stereo unspecified)
36% | 6% | -2% | 47%[activator] | i | -4% | 43%[0.501 µM] | -13% | 0% | Cc1nn(C)c(Oc2cccc(Cl)c2)c1C(=O)Nc1ccc(F)cc1F
31%[57 µM] | -3% | 7% | 4% | -4% | 3% | ? | -12% | -17% | Cc1nn(C(=O)c2ccccc2F)c(C)c1S(=O)(=O)N1CCOCC1
47%[activator] | -3% | -3% | -9% | -2% | 1% | 6%[59 µM] | -3% | -2% | CCC(=O)N1CCc2cc(S(=O)(=O)NCCc3ccc(S(N)(=O)=O)cc3)ccc21
-5% | nt | 0% | 13% | -3% | nt | nt | -24% | -1% | COc1ccc(C2=NN(C(=O)COC(=O)c3ccc(S(C)(=O)=O)c([N+](=O)[O-])c3)C(c3ccco3)C2)cc1 (stereo unspecified)
-3% | ? | 15% | 10% | -3% | 1% | -32%[59 µM] | -17%[57.1 µM] | -2% | Fc1ccc(N2CCN(/C=C/c3nnnn3-c3ccccc3)CC2)cc1
-10% | -4% | -1% | 22% | -8% | nt | 9% | -12% | 2% | O=C(CN1CCN(S(=O)(=O)c2ccccc2C(F)(F)F)CC1)NCc1cccs1
-12% | -25% | 1% | 30% | 7% | nt | -22% | -29% | 4% | CN(CC(=O)Nc1cccc(S(=O)(=O)N2CCCC2)c1)CC(=O)Nc1ccc(Cl)c(C(F)(F)F)c1
9%[57 µM] | 2% | -2% | -14% | -1% | -3% | -19%[59 µM] | -12% | 22% | O=C(Nc1cccc(-c2cn3cccnc3n2)c1)c1cc(Br)ccc1Cl
4% | 0% | 11% | -4% | -2% | 5% | ? | -20% | -1% | Cc1ccc2c(c1)C(CCN)C(=O)N2Cc1ccccc1 (stereo unspecified)
34% | nt | 7% | 1% | i | nt | nt | 6% | -5% | CCOC(=O)C1=CNS(=O)(=O)NC1c1ccc(C(=O)OC)cc1 (stereo unspecified)
0% | -10% | -5% | 149%[activator] | 7% | -3% | 35µM* | ? | -2% | Cc1cccc(C)c1N1CCN(C(=O)N2CCOCC2)CC1
27% | -6% | 5% | 10% | 8% | 2% | -34% | -19% | 1% | CCCCCn1c(=O)[nH]c2cc(C(=O)NCCCN(C)Cc3ccccc3)ccc2c1=O
18% | nt | 6% | 12% | -6% | nt | nt | -6% | -5% | CCO[C@@H]1OC(C(N)=O)=C[C@H](C(C)(C)C)[C@H]1CCCO
9% | 5% | 12% | 13% | nt | 5% | ? | -23% | -1% | O=C(CCN1C(=O)c2ccccc2C1=O)N1CCN(C2c3ccccc3-c3ccccc32)CC1
22% | -1% | 1% | ? | -8% | nt | 76%[activator][2.33 µM] | -35% | 41%[activator] | Cc1ccc(CN2CC(=O)N3[C@H]4c5cc(C)ccc5OC[C@@H]4[C@H](c4ccccc4)[C@]3(C)C2=O)cc1
41%[activator] | nt | -6% | 10% | 7% | nt | nt | -5% | 1% | O=C(Cc1cccc(NC(=O)C2CCCN(C(=O)C3CCCC3)C2)c1)Nc1cccc(C(=O)N2CCOCC2)c1 (stereo unspecified)
27% | -4% | -11% | 6% | -8% | 49%[activator] | ? | -17% | 1% | CCN(CC)CCn1c(=N)n(CC(O)c2ccco2)c2ccccc21 (stereo unspecified)
26% | ? | 2% | -4% | i | -1% | ? | ? | 2% | CC(=O)C1=C(O)C(=O)N(CCN2CCOCC2)C1c1ccccc1 (stereo unspecified)
6% | -9% | -3% | 7% | i | -2% | 1%[59 µM] | 3% | 0% | NC(=NCCc1ccc(Cl)cc1)NS(=O)(=O)c1ccccc1
-33% | -10% | 8% | 5% | -5% | -11% | ? | ? | ? | O=C(Nc1ccc2[nH]c3c(c2c1)CCCC3)c1ccco1
